# Screens: PubChem BioAssay, National Center for Advancing Translational Sciences (NCATS)
# SNCA expr inhib – inhibitors of alpha-synuclein (SNCA) gene expression; HEK-293 SNCA-luciferase knock-in, luminescence, 24 h; Potency, µM (highest dose often 57.2 µM), for the others: at the top dose activity change, negative = inhibition, actives largely listed as inhibitors; 140,000 tested, 0.17% active; AID 1671194;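 further: potency means the concentration at half of the fitted maximal effect; plate controls were DMSO cells for no effect and cell-free wells for full effect; nearly all actives have a fitted effect of over 45% in size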
# SNCA viab count – counter-screen for SNCA expression inhibitors: cell viability | Potency, µM (highest dose often 57.1 µM), for inactives: top-dose activity change, negative = cytotoxicity, actives largely listed as cytotoxic | 150,000 tested, 0.12% active | HEK-293-SNCA-luc viability, GF-AFC fluorescence, 24 h;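 further: potency means the concentration at half of the fitted maximal effect; 0% = DMSO-treated cells and -100% = medium-only wells without cells; nearly all actives have a fitted effect of over 30% in size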
#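 Cytotoxicity counterscreen: after 24 h compound treatment of genome-edited SNCA-luciferase HEK-293 cells, live-cell protease substrate GF-AFC read by fluorescence after 30 min; activity scaled between DMSO (0%) and medium-only (-100%), curves Hill-fitted.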
# Luciferase inh – Photinus pyralis luciferase inhibition. Potency, µM (titrated, usually from 115 µM), for the others: top-dose activity change, negative = inhibition, usual class: inhibitors. P08659. purified P. pyralis luciferase, luminescence, biochemical. 76,000 tested, 2.5% active; further: potency means the concentration at half of the fitted maximal effect; nearly all actives have a fitted effect of over 65% in size
# Target sequence (P08659 whole entry, looked up): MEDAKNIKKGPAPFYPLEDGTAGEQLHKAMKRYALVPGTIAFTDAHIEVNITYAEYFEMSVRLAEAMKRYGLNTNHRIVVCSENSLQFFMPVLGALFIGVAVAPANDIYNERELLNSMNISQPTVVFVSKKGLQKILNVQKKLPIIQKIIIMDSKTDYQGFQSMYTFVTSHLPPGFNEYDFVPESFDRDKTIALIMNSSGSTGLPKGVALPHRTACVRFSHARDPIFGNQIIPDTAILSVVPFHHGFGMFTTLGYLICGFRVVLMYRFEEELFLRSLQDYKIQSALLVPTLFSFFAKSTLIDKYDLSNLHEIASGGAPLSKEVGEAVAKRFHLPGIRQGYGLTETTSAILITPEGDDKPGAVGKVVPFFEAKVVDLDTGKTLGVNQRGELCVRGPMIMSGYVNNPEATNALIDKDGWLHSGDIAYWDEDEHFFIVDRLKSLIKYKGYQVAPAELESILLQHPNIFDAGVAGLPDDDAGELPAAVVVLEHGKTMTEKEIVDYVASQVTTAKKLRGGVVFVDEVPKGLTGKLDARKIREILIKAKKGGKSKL
#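 Biochemical qHTS: compound (6-point titration) added to 10uM D-luciferin plus 10uM ATP in Tris acetate pH 7.5 buffer with Mg, Tween-20 and BSA, then purified enzyme at 10nM; light output imaged.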
# NIH3T3 tox – NIH 3T3 cell cytotoxicity; NIH 3T3 viability, CellTiter-Glo ATP luminescence, 48-72 h; 94,000 tested, 4.3% active; Potency, µM (titrated, usually from 96.7 µM), without a hit: at the top dose activity change, negative = cytotoxicity, hits mostly inhibitors; further: potency means the concentration at half of the fitted maximal effect; nearly all actives have a fitted effect of over 55% in size
#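 Cells were seeded at 400 per well, treated with pin-transferred compound, and kept 48 or 72 hr at 37 °C before CellTiter-Glo addition and luminescence imaging of cellular ATP.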
# HEK293 tox – HEK 293 cell cytotoxicity; HEK 293 viability, ATP luminescence (CellTiter-Glo), 48-72 h; Potency, µM (titrated, usually from 115 µM), for the others: at the top dose activity change, negative = cytotoxicity, hits mostly inhibitors; 94,000 tested, 6.6% active; further: potency means the concentration at half of the fitted maximal effect; nearly all actives have a fitted effect of over 60% in size
#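 Viability of HEK 293 cells, plated at 250 cells/well, was judged by cellular ATP after compound treatment for 48 or 72 hr. Luminescence was imaged 10 min after CellTiter-Glo addition at room temperature.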
# IP6K1 inh – inhibitors of human IP6K1; Q92551; IP6K1 kinase, ADP-Glo luminescence, 2 h; stronger effect = lower value; activity change, % (series mostly up to about 58 µM); 140,000 tested, 0.81% active; in the data active means activity change below about -25%
# Target sequence (Q92551 whole entry, looked up): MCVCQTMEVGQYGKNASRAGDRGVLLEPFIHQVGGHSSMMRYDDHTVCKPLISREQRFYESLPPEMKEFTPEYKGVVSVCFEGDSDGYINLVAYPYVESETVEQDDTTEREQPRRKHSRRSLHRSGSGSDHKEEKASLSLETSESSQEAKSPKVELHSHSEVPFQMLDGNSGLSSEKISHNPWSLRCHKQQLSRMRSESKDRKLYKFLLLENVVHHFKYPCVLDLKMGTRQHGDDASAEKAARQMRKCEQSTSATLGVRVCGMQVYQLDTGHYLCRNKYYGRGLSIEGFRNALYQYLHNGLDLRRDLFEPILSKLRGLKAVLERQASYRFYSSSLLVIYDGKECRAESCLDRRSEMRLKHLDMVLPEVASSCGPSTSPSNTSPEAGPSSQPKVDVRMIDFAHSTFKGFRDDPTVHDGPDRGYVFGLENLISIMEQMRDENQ
#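 ADP-Glo luminescence measures ADP made by human IP6K1 during a 2 h RT reaction with ATP/IP6 (mix at 1.3 mM/130 uM); top library doses 57.5 and 19.1 uM final.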
# GPT2 inhibitor – GPT2 alanine aminotransferase inhibition; Recombinant GPT2, coupled pyruvate oxidase/HRP Amplex Red fluorescence; Potency, µM (titrated, usually from 57.7 µM), inactives show top-dose activity change, negative = inhibition, most hits filed as inhibitors; 100,000 tested, 0.25% active; AID 1671188; further: potency means the concentration at half of the fitted maximal effect; nearly all actives have a fitted effect of over 60% in size; many of its hits are not listed in these tables
#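 Fluorescence of coupled pyruvate oxidase/HRP/Amplex Red system (50uM Amplex, 30 min, dark) reports pyruvate formed by GPT2. Enzyme reaction: 10ng/uL GPT2, 2mM L-alanine, 250uM a-KG, 30 min room temperature, pH 7.5; 50uM AOA control.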
# Active calls of the source: *; i = inactive; ? = inconclusive; · = not tested or not shown; & = joins results of further samples; [ ] = remark or other dose. Unless noted, the call rests on the fitted dose curve; in most records, active means well fitted curve in the direction sought with a large enough effect; inconclusive means small, poorly fitted or top-dose-only effect, or another doubt; inactive means no such curve, though single readings can be large; an effect the other way counts as inactive or inconclusive. Unless noted, on the % scale 0 is the no-effect control and ±100 the full control effect. The list is partial; the hit share may differ from the screen's.
Structure	SNCA expr inhib	SNCA viab count	Luciferase inh	NIH3T3 tox	HEK293 tox	IP6K1 inh	GPT2 inhibitor
CCOc1ccc(-c2nnc(SCC(=O)NC(C)CC)nc2-c2ccc(OCC)c(OC)c2)cc1OC (stereo unspecified)	5%	-21%	·	·	·	-9	·
CC(=O)c1ccc(NC(=O)N[C@H]2CO[C@H]3[C@@H]2OC[C@@H]3Nc2nccc(C(C)(C)C)n2)cc1	-14%	8%	0%	-18%	-12%	-8	3%
CCCc1cc(CN(C)C(=O)c2cn(CC(=O)N(CC)CC)nn2)[nH]n1	-1%	2%	5%	-3%	0%	2	-11%
CN1c2cc(C(=O)NCc3ccccc3Br)ccc2C(=O)N2CCCC21 (stereo unspecified)	93%[activator]	-3%[12.5 µM]	-11%	-26%	?	-1	i
COc1ccc(-n2nc(C)c([C@@H]3C=C[C@@H](NCc4ccc(C(C)C)cc4)C3)c2C)cc1	-13%[87.6 µM]	?	25µM*	32µM*	32µM*	3	1%[88.5 µM]
COc1cc(=O)n2c(c1C(=O)Nc1cc(Cl)ccc1F)CCCC2	-13%	-15%	-4%	i	3%	13	i
CCOC(=O)C1=C(CNCc2ccccc2)NC(=O)NC1c1ccc(C)cc1 (stereo unspecified)	-6%	-26%	·	·	·	-10	·
COc1ccc(C(=O)N2CCCCC2CCN2CCCCC2)cc1 (stereo unspecified)	-5%	-12%	·	·	·	0	·
Cc1n[nH]c(C)c1CCC(=O)Nc1cccn2nc(C3CCC3)nc12	-19%	3%	-16%	-24%	-15%	19	?
O=C(O)Cc1cccn1-c1cccc(Cl)c1	37%[activator]	9%	-13%	-4%	-10%	-6	-14%
Cc1ccc(-c2ccc(CCC(=O)N[C@@H]3CCOC[C@H]3OCC(=O)O)o2)cc1	-12%	4%	25µM*	-1%	-11%	-9	-9%[11.5 µM]
COC(=O)c1ccc(NC(=O)C(=O)NCCc2csc(-c3ccc(C(F)(F)F)cc3)n2)cc1	-4%	8%	·	·	·	0	·
O=c1c2nc(-c3ccc(F)cc3)ccc2ncn1Cc1ccccn1	-19%[87.6 µM]	-11%[87.6 µM]	-19%[172 µM]	?	-16%[172 µM]	2	-17%[88.5 µM]
CS(=O)(=O)N(Cc1cccnc1)C1CN(C(=O)Nc2ccc3c(c2)OCCO3)C1	7%	4%	35µM*	i	6%	4	i
CC(C)CCn1nnc2sc(-c3ccccc3)cc2c1=O	81%[activator]	27%	·	·	·	1	·
COc1ccccc1Nc1ccnc(N2CCN(C(=O)c3ccccc3F)CC2)n1	?	-15%	·	?	45µM*	13	-7%
O=C(C1CC(=O)N(c2n[nH]c3ccccc23)C1)N1CCc2ccccc2C1 (stereo unspecified)	-17%	-14%	2%	-9%	-22%	1	i
CCCCN(CC)CCNC(=O)c1cc2c(=O)oc3ccc(C)cc3c2s1	27%	9%	·	·	·	16	·
COc1ccc(NC(=O)CSc2nc(-c3ccc(OC)cc3)cc(=O)[nH]2)cc1	-4%	-7%	·	·	·	10	·
CCCCN(CC)CCNC(=O)CCn1cnc2onc(-c3ccc(F)cc3)c2c1=O	?	-8%	·	·	·	11	·
N#Cc1ccc(-c2nc(C3CC(=O)N(c4ccc(F)cc4)C3)no2)cc1 (stereo unspecified)	25%	7%	-14%	?	?	-10	i
COCc1cc(CN(C)C(=O)CCc2cc3n(n2)CCNC3)[nH]n1	-13%	-2%	2%	i	i	11	?
COCCn1ccnc1C1CCN(C(=O)c2ccc3n[nH]nc3c2)CC1	1%	8%	10%	-11%	-11%	8	i
Cc1nc(CC(=O)Nc2cc(Cl)ccc2C)cs1	1%	21%	·	·	·	4	·
O=C(Cn1c(=O)n(-c2ccccc2Cl)c(=O)c2sc3ccccc3c21)NC1CCCC1	-8%	?	·	·	·	-15	·
CC(C)(C)c1ccc(C(=O)NCC(c2ccco2)S(=O)(=O)c2ccccc2)cc1 (stereo unspecified)	-2%	-9%	·	·	·	-5	·
CC1CCN(c2nc3ccc(C(=O)NCCc4ccc(S(N)(=O)=O)cc4)cc3s2)CC1	-71%	0%	·	·	·	-7	·
O=C(Cc1ccsc1)N1CCC(n2cc(-c3nc(-c4ccccc4)no3)nn2)C1 (stereo unspecified)	6%	0%	56µM*	-27%	?	10	i
CC1CC(=O)C2C(O)(C1)CC(O)C13OC1c1c(O)cccc1C(=O)C23O (stereo unspecified)	·	3%	·	·	·	16	1%[27.3 µM]
CN(Cc1ccccc1)Cc1cc(C[C@@H]2CC[C@H](O)[C@@H](CNC3CCOCC3)O2)no1	-15%[87.6 µM]	-1%[87.6 µM]	4%[172 µM]	-7%[138 µM]	-5%[172 µM]	11	-1%[88.5 µM]
Cc1cccc(-c2[nH]c(CNc3ccccc3F)nc2-c2ccc3ncnn3c2)n1	·	7%	·	·	·	0	4%
Cc1cccc(-c2cccc(CN3CCC(NC(=O)c4ccc(Cl)cc4)CC3)c2)c1	3%	?	·	-21%	-30%	-3	-7%
CC1(c2ccccc2)N(Cc2ccccc2)C(=O)OC12CCN(Cc1cccc(C#N)c1)CC2 (stereo unspecified)	-16%	-17%	15%	-25%	?	3	-15%
CNC(=O)[C@@H]1C[C@@H](n2cc(CC(C)C)nn2)CN1	3%	1%	12%	2%	0%	-4	4%[11.5 µM]
NCCO[C@H]1C[C@@H](O)C12CCN(Cc1c(Cl)cccc1Cl)CC2	22%	?	3%	?	-25%	6	-2%
Cc1ccc(CN2CCC3(CNc4ccccc4[S+](=O)([O-])N3)C2)cc1 (stereo unspecified)	13%	-20%	-3%	?	?	11	i
COc1ccc(NC(=O)C2CCc3nnc(C4CCN(C(=O)NC(C)(C)C)CC4)n32)cc1 (stereo unspecified)	17%	2%	·	-8%	-5%	-2	-3%
O=C(Cn1c(=O)n(Cc2ccccc2)c(=O)c2oc3ccccc3c21)Nc1ccc(Cl)cc1	14%	1%	·	·	·	1	·
O=C(CN1C(=O)COc2ccc(C(=O)COc3cccc(F)c3)cc21)NCc1ccc2c(c1)OCO2	13%	?	-14%	-5%	-16%	-8	4%
Cc1nnc2ccc(N3CCC(NC(=O)c4ccc(Cl)nc4)CC3)nn12	·	·	·	-4%	i	-9	·
Cc1oc2c(c1C(=O)NC1CCN(C)CC1)CN(Cc1ccc(F)cc1)CC2	-7%	-4%	-18%	?	?	1	i
O=C(COc1ccccc1)NCC(=O)N1CCCCCNC(=O)CC1c1ccccc1 (stereo unspecified)	-3%	-1%	1%	i	-2%	3	i
N[C@@H]1CC[C@@H]1NC(=O)c1ccccc1-c1nc(-c2ccccc2)no1	-13%	-6%	-1%	-24%	-15%	2	1%
Cc1ccc(OC2(C(=O)N(C)Cc3n[nH]c4c3CCCC4)CCNCC2)cc1	-17%	-6%	-2%	?	?	6	1%
COc1ccc(NC(=O)c2c(C)nc3n2CCC(Nc2ccccc2)C3)cn1 (stereo unspecified)	14%[87.6 µM]	-1%[87.6 µM]	-10%[172 µM]	?	-34%[172 µM]	7	-1%[88.5 µM]
COC(=O)c1cc2oc3ccccc3c2n1Cc1ccc(Cl)cc1	42%[activator]	5%	·	·	·	-11	·
Cc1ccc2ccc3cc(C(=O)N4CCN(c5ccccc5)CC4)nc3c2[nH]1	-28%	-9%	·	·	·	17	·
CCn1nccc1C(=O)N1CCC2(CC1)NC(=O)N(c1cccc(F)c1)N2	7%	2%	13%	-19%	?	7	-22%
CCCOc1ccc(-c2nc(SC)[nH]c(=O)c2C#N)cc1OC	14%	-5%	·	·	·	-11	·
CC(C)(C)[C@]1(O)CCN2C[C@H]3c4ccccc4CCc4cccc(c43)[C@@H]2C1	-26%&-1%	?	·	·	·	·	-4%

# Profiles from above. Order of values: SNCA expr inhib, SNCA viab count, Luciferase inh, NIH3T3 tox, HEK293 tox, IP6K1 inh, GPT2 inhibitor
# Listed for Cc1ccc(CN2CCC3(CNc4ccccc4[S+](=O)([O-])N3)C2)cc1 (stereo unspecified) : 13%, -20%, -3%, ?, ?, 11, i
# Listed for COC(=O)c1cc2oc3ccccc3c2n1Cc1ccc(Cl)cc1 : 42%[activator], 5%, ·, ·, ·, -11, ·
# Listed for N[C@@H]1CC[C@@H]1NC(=O)c1ccccc1-c1nc(-c2ccccc2)no1 : -13%, -6%, -1%, -24%, -15%, 2, 1%
# Listed for CC1CC(=O)C2C(O)(C1)CC(O)C13OC1c1c(O)cccc1C(=O)C23O (stereo unspecified) : ·, 3%, ·, ·, ·, 16, 1%[27.3 µM]

# Remaining list, next part.
Structure	SNCA expr inhib	SNCA viab count	Luciferase inh	NIH3T3 tox	HEK293 tox	IP6K1 inh	GPT2 inhibitor
Nc1nc(Cl)nc2c1ncn2[C@@H]1O[C@H](CO)[C@@H](O)[C@H]1F	?	-25%	·	·	·	·	2%
CO[C@@H]1COCC[C@H]1NC(=O)c1ncc[nH]c1=O	-4%	-3%	3%	1%	?	5	1%
O=c1[nH]c(N2CCOCC2)nc2c1CCN(Cc1ccccc1Br)CC2	-7%	1%	7%	2%	-5%	0	i
CC(C)(C)OC(=O)N1CCC(c2c(C(=O)NCc3ccc4c(c3)OCO4)cnn2-c2ccc(F)cc2F)CC1	?	?	·	·	·	-1	·
Cc1noc2c(-c3cn[nH]c3)cc(-c3ccc(F)cc3)nc12	8%[87.6 µM]	-7%[87.6 µM]	3%[172 µM]	?	?	9	-18%[88.5 µM]
COc1cc2c(cc1OC)C(c1cccc(Cl)c1)CC(=O)N2 (stereo unspecified)	55%[activator]	-20%	·	·	·	6	·
Cc1cnc(C2CCOCC2)n1C1CCN(C(=O)NCCc2ccccc2)CC1	4%	7%	-13%	-16%	-17%	-3	?
CN(CCCn1cccn1)C(=O)C1C2C(=O)N(c3ccc(F)cc3)C[C@@]23C=C[C@@H]1O3 (stereo partly specified)	16%	3%	-4%	-2%	-10%	1	i
Cn1nc(CN2CCOCC2)c2c1CCN(S(=O)(=O)c1cccs1)C2	7%	23%	·	-29%	-12%	6	i
CCNC(=O)c1cccnc1OC1CCN(C(=O)c2ccnn2C)C1 (stereo unspecified)	-18%	10%	-2%	i	0%	5	i
CCc1[nH]c2ccc(CNC(=O)C3CC(=O)Nc4ccccc43)cc2c1C (stereo unspecified)	23%	2%	18µM*	?	?	-4	2%
CC(C)CCN1C[C@@H]2C(=O)N(CCc3ccccc3)C(=O)[C@@H]2C1	-2%	-4%	2%	-12%	?	10	i
CN(Cc1ccccc1)Cc1cc(CC2(NCc3ccccc3O)COC2)no1	-6%[87.6 µM]	-16%[87.6 µM]	5%[172 µM]	?	?	7	-4%[88.5 µM]
